Tau fluor counter: counter-screen for tau fibril formation inhibitors; tau K18 P301L (four-repeat tau fragment) Alexa594 fluorescence, heparin fibrillization; Potency, µM (highest dose often 57.7 µM), inactives show at the highest dose activity change, negative = decrease; 280,000 tested, 0.93% active; AID 1463; further: on the % scale 0 is the no-effect control and ±100 the full control effect; nearly all actives have a fitted effect of over 55% in size
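Human K18 P301L tau (15 uM unlabeled plus 0.24 uM Alexa 594-labeled, final) in 100 mM sodium acetate pH 7 was mixed with compound and 20 uM heparin and incubated 6 hr at 37 C.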
GAA glycogen mod: inhibitors or activators of human alpha-glucosidase glycogen cleavage | 300,000 tested, 0.38% active | Potency, µM (highest dose often 76.4 µM), for inactives: at the top dose activity change, negative = inhibition, actives largely listed as inhibitors | P10253 | AID 2100 | recombinant GAA, glycogen substrate, Amplex Red glucose oxidase fluorescence;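 further: 0% = full enzyme reaction and -100% = no-enzyme basal signal; the screen sought inhibitors and activators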
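Recombinant enzyme (4 nM final) with compounds titrated up to 77 uM and bovine liver glycogen (30 ug) in citrate pH 5.0, 0.01% Tween-20, 37 C 40 min. Released glucose detected by Amplex Red/glucose oxidase (Ex 573/Em 610); AC50 from Hill fits.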
aGlu spleen mod: inhibits or activates alpha-glucosidase in human spleen homogenate | P10253 | human spleen homogenate, 4-MU-alpha-glucoside fluorescence | Potency, µM (doses to about 79.9 µM), for the others: at the highest dose activity change, negative = inhibition, most hits filed as inhibitors | 240,000 tested, 0.006% active | AID 2112;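 further: 0% = enzyme with vehicle and -100% = no enzyme basal signal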
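AC50 values come from Hill-equation fits of concentration-response data, normalized to no-enzyme and full-activity controls. Enzyme source: 1 ug human spleen homogenate; 1 mM fluorogenic 4-MU glucoside, pH 5.0 citrate buffer, 37 C, 40 min.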
NPSR antag: blocks cAMP signaling of the human neuropeptide S receptor | AID 1461 | Potency, µM (highest dose often 38.3 µM), inactives show at the top dose activity change, negative = inhibition, usual class: inhibitors | 220,000 tested, 1% active | CHO-NPSR cells, cAMP TR-FRET, antagonist mode; further: on the % scale 0 is the no-effect control and ±100 the full control effect; nearly all actives have a fitted effect of over 50% in size; many of its hits are not listed in these tables
Target sequence (Q6W5P4 whole entry, looked up): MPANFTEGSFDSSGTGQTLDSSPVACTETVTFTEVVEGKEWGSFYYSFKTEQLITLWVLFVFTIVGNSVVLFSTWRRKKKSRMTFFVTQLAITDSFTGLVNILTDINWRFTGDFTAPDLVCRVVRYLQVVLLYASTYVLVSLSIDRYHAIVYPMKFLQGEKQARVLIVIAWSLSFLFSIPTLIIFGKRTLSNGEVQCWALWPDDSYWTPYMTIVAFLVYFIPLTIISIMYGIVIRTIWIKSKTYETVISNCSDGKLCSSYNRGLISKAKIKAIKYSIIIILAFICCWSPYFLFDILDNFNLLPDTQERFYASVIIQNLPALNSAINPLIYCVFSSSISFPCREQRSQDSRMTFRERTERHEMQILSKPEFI
ALDH1A1 inh: blocks purified human ALDH1A1 activity; Purified ALDH1A1, NADH fluorescence, propionaldehyde substrate; Potency, µM (highest dose often 75.3 µM), for inactives: at the top dose activity, negative = inhibition, actives largely listed as inhibitors; 220,000 tested, 7.3% active; AID 1030; active means well fitted inhibition curve with a large enough effect, not every such curve was filed as active; inconclusive means small, poorly fitted or top-dose-only effect, or another doubt; inactive means no such curve, though single readings can be large or run the other way;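 further: plate controls were no enzyme wells and a reference inhibitor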
Target sequence (P00352 whole entry, looked up): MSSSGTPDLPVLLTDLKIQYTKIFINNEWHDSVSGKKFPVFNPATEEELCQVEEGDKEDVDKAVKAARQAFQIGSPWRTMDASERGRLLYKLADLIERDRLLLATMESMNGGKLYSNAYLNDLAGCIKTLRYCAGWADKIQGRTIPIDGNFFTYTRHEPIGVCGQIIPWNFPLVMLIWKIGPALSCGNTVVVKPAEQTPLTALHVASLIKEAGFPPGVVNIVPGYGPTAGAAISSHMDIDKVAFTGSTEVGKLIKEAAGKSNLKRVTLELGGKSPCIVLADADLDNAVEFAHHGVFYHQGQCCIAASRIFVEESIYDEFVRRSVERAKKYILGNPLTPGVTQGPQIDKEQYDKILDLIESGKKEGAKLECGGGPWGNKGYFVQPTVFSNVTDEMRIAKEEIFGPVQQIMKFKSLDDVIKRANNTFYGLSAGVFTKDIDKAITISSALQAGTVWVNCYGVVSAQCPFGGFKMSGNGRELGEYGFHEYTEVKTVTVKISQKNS
GAA inhib: inhibitors of human lysosomal alpha-glucosidase | 200,000 tested, 0.005% active | purified human GAA, 4-MU-alpha-glucoside fluorescence | P10253 | Potency, µM (series often up to 76.9 µM), without a hit: at the top dose activity change, negative = inhibition, actives largely listed as inhibitors;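 further: plate controls were uninhibited enzyme wells for no effect and no-enzyme background for full effect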
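Fluorescence at Ex 365/Em 440 nm from 4-methylumbelliferone reported enzyme activity after 20 min at room temperature. Reactions used 4 nM enzyme and 400 uM substrate at pH 5.0; curves fitted with the Hill equation.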
Epigenetic reg: derepresses silenced GFP reporter in murine cells | murine LDR cells, GFP reporter derepression, 30 h | Potency, µM (highest dose often 53.9 µM), without a hit: at the highest dose GFP activation, most hits filed as activators | 280,000 tested, 0.2% active; further: % of control where 0% means no effect; nearly all actives have a fitted effect of over 60% in size
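GFP-positive cell count by laser-scanning cytometry (objects 20–120 um) after 30 h, 37 C compound exposure of murine LDR cells; reporter is CMV-GFP integrated at a silenced locus, inducible by HDAC or DNMT inhibitors.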
GLA spleen mod: inhibits or activates alpha-galactosidase in human spleen homogenate; P06280; human spleen homogenate, 4MU-alpha-Gal fluorescence, 40 min; Potency, µM (titrated, usually from 80 µM), for inactives: at the highest dose activity change, negative = inhibition, hits mostly inhibitors; 240,000 tested, 0.008% active; AID 2107;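 further: 0% = enzyme with vehicle and -100% = no enzyme basal signal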
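Spleen homogenate 1 ug + cpd (titration) + 4-MU-alpha-D-galactopyranoside 1 mM; 37C 40 min; 50 mM citrate/phosphate pH 5.0, 0.01% Tween-20; stop pH 10; fluorescence 365/440; AC50 via Hill.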
Starred values were filed as active, the others as inactive; u = inconclusive; x = not tested or not shown; [ ] = dose if it differs, or a comment. Unless noted, the call rests on the fitted dose curve; in most records, active means well fitted curve in the direction sought with a large enough effect; inconclusive means small, poorly fitted or top-dose-only effect, or another doubt; inactive means no such curve, though single readings can be large; an effect the other way counts as inactive or inconclusive. Potency means the concentration at half of the fitted maximal effect. Only part of the results is shown. The share of hits here may be higher or lower than overall.

SMILES	Tau fluor counter	GAA glycogen mod	aGlu spleen mod	NPSR antag	ALDH1A1 inh	GAA inhib	Epigenetic reg	GLA spleen mod
CCC(C)NC(=O)/C=C/c1cccs1 (stereo unspecified)	5.8%	-16.8%	3.2%	8.3%	-5.9%	5.4%	-1.3%	5.1%
Cc1cc(NC(=O)Cn2cnc3c(nnn3-c3ccc(C)c(Cl)c3)c2=O)no1	-5.3%	-4.4%	-5.4%	17.9%	14.3%	1.9%	5.9%	3.6%
O=C(Nc1ccc([N+](=O)[O-])cc1)Nc1ccc(OC(F)F)c(Cl)c1	u	-7.2%	-8.9%	10µM*	-1.4%	u	0.0%	-7.4%
CCc1ccc(-c2cc(C(=O)NN3CCN(C)CC3)c3ccccc3n2)cc1	-4.1%	8.9%	3.7%	2.7%	u	0.0%	0.1%	-0.3%
COc1ccc(NC(=O)Nc2ccccc2SC)cc1OC	-26.6%	-7.8%	3.8%	2.3%	u	-2.6%	4.7%	4.6%
CC1CCCCC1NC(=O)Cn1nc(-c2ccccc2)ccc1=O (stereo unspecified)	-1.9%	2.4%	3.3%	23.8%[46.1 µM]	u	-10.2%	1.6%	6.1%
COc1ccccc1-c1cc(C(=O)N/N=C/c2cccs2)c2ccccc2n1	-27.2%	-6.7%	-6.4%	-29.3%[46.1 µM]	u	u	0.8%	-1.3%
COc1ccc([N+](=O)[O-])cc1N(CC(=O)NCc1ccco1)S(C)(=O)=O	0.3%	11.3%	3.0%	19.6%	4.8%	3.6%	-0.9%	-0.2%
Cc1ccc(CN2CCCNC2=O)cc1	-9.0%	5.9%	1.8%	-0.3%[46.1 µM]	15.4%	1.3%	u	7.1%
c1ccc(Cn2cc(CNc3ccccc3)nn2)cc1	-2.3%	-0.6%	-2.7%	21.1%	x	x	1.6%	0.7%
COc1ccccc1N(Cc1cc(=O)[nH]c2ccccc12)C(=O)c1ccccc1	5.6%	2.9%	-2.9%	-5.8%	x	x	-2.6%	-1.4%
CCn1cnc2c(cnn2-c2ccccc2)c1=O	-3.9%	2.2%	-8.2%	5.7%[46.1 µM]	-11.7%	3.3%	-0.4%	-12.6%
Cc1[nH]c2ccccc2c1/C=N/NS(=O)(=O)c1ccccc1	u	u	10.8%	-9.8%	-1.6%	1.0%	-1.8%	1.3%
COc1cccc(NC(=O)CN(C)C(=O)/C=C/c2cc(OC)ccc2OC)c1	-5.8%	-2.6%	-10.0%	20.1%	u	u	-0.1%	-8.6%
Cc1ccc(C)c(N/N=C2\CCCNC2=O)c1	-20.1%	4.8%	2.3%	-4.6%	-0.1%	0.3%	-1.3%	4.3%
Cc1[nH]c(=O)[nH]c(=O)c1S(=O)(=O)N1CCCC(C(=O)N2CCC(Cc3ccccc3)CC2)C1 (stereo unspecified)	0.2%	-2.6%	-2.6%	3.2%[46.1 µM]	-4.0%	0.4%	-0.8%	-5.4%
COc1cccc(SCC2CSc3nc4ccccc4c(=O)n32)c1 (stereo unspecified)	-2.5%	-1.4%	1.5%	-5.0%	-6.5%	2.8%	-3.5%	0.3%
O=C(COC(=O)/C=C/c1ccc([N+](=O)[O-])cc1)NCc1ccc2c(c1)OCO2	-27.9%	-1.7%	-3.3%	-12.5%	-2.9%	-2.2%[15.4 µM]	-3.1%	0.6%
CCC1(O)c2ccccc2-c2ncccc21 (stereo unspecified)	-0.3%	4.0%	4.6%	1.3%[46.1 µM]	9.4%	-6.2%	-1.4%	7.6%
CC(C)(C)Nc1c([N+](=O)[O-])c(=O)sc2ccccc12	0.1%	3.4%	0.3%	-30.1%	-3.7%	-26.3%	-3.6%	-0.4%
N#CCCNc1c(Cl)cc(Cl)cc1C(=O)O	-5.2%	-2.5%	-7.6%	10.7%	7.5%	-10.8%	0.9%	0.9%
CC1CCc2sc(C(=O)OCC(=O)NC(N)=O)cc2C1 (stereo unspecified)	-7.4%	0.0%	3.5%	-6.8%[7.67 µM]	x	x	-1.4%	6.6%
CCCCS/C(=C(/C#N)C(N)=O)c1cc2c([nH]1)CCCC2	-17.0%	-21.1%	-0.1%	-28.2%[46.1 µM]	14.1µM*	u	7.8%	-7.2%
O=C(/C=C/c1ccc(O)c(O)c1)O[C@H](Cc1ccc(O)c(O)c1)C(=O)O	14.1µM*[quencher]	u	3.5%	17.0%	x	x	-0.4%	5.1%
CCOC(=O)c1ccc(NC(=O)C(=O)NCc2ccccn2)cc1	3.2%	2.0%	9.2%	2.3%	u	u	6.0%	10.9%
Going on with the list:
SMILES	Tau fluor counter	GAA glycogen mod	aGlu spleen mod	NPSR antag	ALDH1A1 inh	GAA inhib	Epigenetic reg	GLA spleen mod
CC(C)c1ccc2oc(=O)cc(CN3CCN(c4ccccc4)CC3)c2c1	-15.2%	0.6%	-3.8%	-26.4%[46.1 µM]	-19.4%	-3.4%	-1.0%	-11.4%
O=C1NCCC/C1=N/Nc1cc(F)ccc1F	-9.6%	-9.3%	-3.1%	-26.1%	5.3%	4.3%	1.6%	0.6%
O=C(Cn1cnc2ccccc21)N1CCc2ccccc21	-3.7%	-6.6%	11.8%	1.8%	9.4%	12.1%	-0.8%[10.1 µM]	4.9%
Cc1cccc(NC(=O)Cn2nnc(-c3ccc(CN4CCCC4)cc3)n2)c1C	-3.8%	-10.9%	-7.6%	-1.7%[46.1 µM]	-4.2%	-12.7%	-0.5%	-1.3%
CCCc1cc(C(=O)NCc2cccnc2)no1	4.6%	5.0%	7.8%	4.3%[46.1 µM]	12.2%	1.4%[15.4 µM]	-1.9%	7.1%
Cc1cccc(NC(=O)c2nc[nH]c2C(=O)Nc2cccc(C)c2)c1	-27.3%	7.0%	1.7%	-11.7%	u	0.3%	-4.1%	5.5%
CCC(=O)c1ccc(OCC(O)Cn2nc(C)c(C(C)=O)c2C)cc1 (stereo unspecified)	-8.4%	5.1%	-0.6%	9.8%	6.2%	u	0.0%	-0.2%
CSc1nc(-c2ccccc2F)c(C#N)c(=O)n1C	-8.3%	5.0%	x	-4.0%	u	3.7%	0.5%	-17.3%
CSCC[C@H](NC(=O)NCc1ccc(F)cc1)C(=O)O	-1.7%	5.3%	9.6%	8.8%[46.1 µM]	9.7%	-0.3%	-4.8%	3.1%
CC(C)CN=Cc1c(O)c([N+](=O)[O-])cc2oc3c(c12)CCCC3	u	1.6%	-0.5%	u	28.2µM*	u	1.1%	-0.6%
O=C(c1sc2cc([N+](=O)[O-])ccc2c1Cl)N1CCCCC1	-17.7%	-0.2%	0.2%	-17.2%	u	-0.6%	1.0%	-4.1%
Cc1ccc(-n2nc3c(c2NC(=O)c2ccc(S(=O)(=O)N4CCOCC4)cc2)CSC3)c(C)c1	-1.6%	1.8%	-0.1%	-26.2%[46.1 µM]	u	-4.4%	-1.2%	-0.7%
Nc1nc(SCc2ccc(Br)cc2)[nH]c(=O)c1-c1ccccc1	-11.9%	-7.0%	11.7%	17.6%	u	x	-0.2%	3.4%
COc1cc(OC)c(C2SCCCS2)cc1OC	-1.1%	13.0%	-4.6%	3.7%	6.7%	u	-0.1%	-5.4%
CCOC(=O)c1ccc(N2C(=O)CC(N(C)CCc3ccc(OC)c(OC)c3)C2=O)cc1 (stereo unspecified)	-12.0%	5.1%	0.2%	-13.0%[46.1 µM]	10µM*	-10.4%	0.9%	9.2%
ON(Cc1c(F)cccc1Cl)Cc1c(F)cccc1Cl	-1.2%	u	-13.7%	2.8%	x	x	-5.6%	1.9%
O=C(COC(=O)C1CCCCC1)Nc1ccc(S(=O)(=O)N2CCOCC2)cc1	-9.6%	-3.8%	x	18.3%	-11.8%	-5.0%	0.0%	0.3%
O=C(O)CSC1c2ccccc2C(=O)N1Cc1ccccc1 (stereo unspecified)	-1.3%	2.7%	-2.2%	3.0%[46.1 µM]	8.6%	-5.4%	2.8%	4.3%
COc1ccc(C(=O)NCC(=O)OCc2cccc(Br)c2)cc1	-15.3%	-4.5%	-13.2%	-9.0%[46.1 µM]	-5.2%	0.1%	-1.1%	3.5%
CC(=O)ON1C(C)(C)CC(OC(=O)c2ccccc2)CC1(C)C	-1.9%	0.8%	0.5%	-17.0%[46.1 µM]	3.1%	1.5%	0.0%	5.5%

Molecules from the list above containing a nitro group on carbon:
SMILES	Tau fluor counter	GAA glycogen mod	aGlu spleen mod	NPSR antag	ALDH1A1 inh	GAA inhib	Epigenetic reg	GLA spleen mod
O=C(Nc1ccc([N+](=O)[O-])cc1)Nc1ccc(OC(F)F)c(Cl)c1	u	-7.2%	-8.9%	10µM*	-1.4%	u	0.0%	-7.4%
COc1ccc([N+](=O)[O-])cc1N(CC(=O)NCc1ccco1)S(C)(=O)=O	0.3%	11.3%	3.0%	19.6%	4.8%	3.6%	-0.9%	-0.2%
O=C(COC(=O)/C=C/c1ccc([N+](=O)[O-])cc1)NCc1ccc2c(c1)OCO2	-27.9%	-1.7%	-3.3%	-12.5%	-2.9%	-2.2%[15.4 µM]	-3.1%	0.6%
CC(C)(C)Nc1c([N+](=O)[O-])c(=O)sc2ccccc12	0.1%	3.4%	0.3%	-30.1%	-3.7%	-26.3%	-3.6%	-0.4%
CC(C)CN=Cc1c(O)c([N+](=O)[O-])cc2oc3c(c12)CCCC3	u	1.6%	-0.5%	u	28.2µM*	u	1.1%	-0.6%
O=C(c1sc2cc([N+](=O)[O-])ccc2c1Cl)N1CCCCC1	-17.7%	-0.2%	0.2%	-17.2%	u	-0.6%	1.0%	-4.1%

Screens: PubChem BioAssay, National Center for Advancing Translational Sciences (NCATS)
